Source: PubChem (several laboratories)
Measles CPE: compounds protecting cells from measles virus cytopathic effect, primary screen, measles RdRp inhibitor project, single point, MLSMR library, absorbance; Measles virus-infected cells, CPE protection; protection (pct of control), % at 4 µM; 140,000 compounds, 1.5% hits; in the data active = protection mostly above about 24%, no sharp cut-off; inactive = mostly below about 26%; note: some compounds called inactive have numbers as strong as hits
NPY Y2 blocker: NPY-Y2 receptor antagonists, primary screen, cell-based. Neuropeptide Y receptor type 2 (Homo sapiens), P49146. inhibition, % at 2.7 µM. NPY-Y2 expressing cells, antagonist mode. 140,000 compounds, 0.99% hits; in the data active = inhibition above about 17%;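 note: 0% = vehicle with agonist challenge and 100% = reference antagonist with challenge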
Target sequence (P49146 whole entry, looked up): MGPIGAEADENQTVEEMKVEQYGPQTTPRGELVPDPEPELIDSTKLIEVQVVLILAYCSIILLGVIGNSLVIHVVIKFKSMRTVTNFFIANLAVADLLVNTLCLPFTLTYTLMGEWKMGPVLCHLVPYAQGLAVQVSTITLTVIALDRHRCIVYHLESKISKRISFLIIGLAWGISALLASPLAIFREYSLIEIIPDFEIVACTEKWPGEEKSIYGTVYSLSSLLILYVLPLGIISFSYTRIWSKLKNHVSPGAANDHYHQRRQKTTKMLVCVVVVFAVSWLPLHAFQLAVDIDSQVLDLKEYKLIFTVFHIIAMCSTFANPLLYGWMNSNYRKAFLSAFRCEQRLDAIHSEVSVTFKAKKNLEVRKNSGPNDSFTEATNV
HCT116 PTEN-null: growth suppression of PTEN-null HCT116, primary screen, cell-based, CellTiter-Glo; HCT116 PTEN-null viability, 60 h; stronger effect = lower value; viability, % at 10 µM; 140,000 compounds, 1.2% hits;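 active = viability at or below a set limit, 4 SD under the median of all tested compounds, cut at about 3.7% in these data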;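 note: PTEN knockout HCT116 line with beta catenin targeted HCT116 as companion control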
HCT116 bCat-KO: primary screen for growth suppressors in beta-catenin knockout HCT116 cells (colon tumor, human); HCT116 beta-catenin knockout viability, CellTiter-Glo, 60 h; stronger effect = lower value; viability, % at 10 µM; 140,000 compounds, 1.5% hits;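 active = viability at or under a set limit, the compound median less 4 SD, cut at about 6% in these data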;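 note: 0% = Hyamine 1622 control at 20 µM and 100% = untreated cell control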
Yeast lifespan up: compounds extending yeast replicative lifespan, primary screen, S. cerevisiae, OD615 | S. cerevisiae growth with nicotinamide; deaD strain in restrictive glucose medium | inhibition of the nicotinamide effect, % at 10 µM | 130,000 compounds, 0.68% hits | AID 775, 2007;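 active = inhibition above a set limit, placed 3 SD over the median of all compounds, cut at about 26% in these data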;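 note: 0% = nicotinamide-treated wells and 100% = cells grown without nicotinamide; some compounds called inactive have numbers as strong as hits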
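Buffer or medium: CSMM-D glucose medium, restrictive; test system: modified budding yeast, DeaD strain; compound: single dose 10 µM compound, 0.25% DMSO; schedule: culture preincubation 4 h, compound exposure 48 h, both 30 °C; detection: optical density (absorbance) at 615 nm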
Phagocyt inh: inhibitors of macrophage phagocytosis, primary screen, imaging, J774A.1 cells, IgG beads. AID 1029, 2008. 110,000 compounds, 0.07% hits. J774A.1 macrophage IgG-bead phagocytosis. inhibition, % at 5 µM;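 active = inhibition above the mean of the plate negative controls plus 5 SD, cut at about 13% in these data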;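 note: phagocytic index as fraction of beads internalized from green versus red external bead signal; plate controls were DMSO negative control for no effect and cytochalasin-D positive control for full effect; some results beyond the cut were filed as inactive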
MRP-1 activ: H69AR viability gain despite doxorubicin, primary screen, MRP-1 activator project, H69AR cells, CellTiter-Glo. viability rescue. 140,000 compounds, 0.61% hits. viability increase, % at 10 µM;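 active = viability gain under doxorubicin at or above a set limit, the compound median plus 3 SD, cut at about 4.7% in these data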;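 note: MRP-1 overexpressing cells given doxorubicin 25 µM after compound pretreatment; 18-22 h compound pretreatment then 72 h with doxorubicin before readout; 0% = doxorubicin-only wells and 100% = vehicle-treated cells without doxorubicin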
BB579 growth dn: growth inhibitors of yeast BB579 in restrictive medium, primary screen, yeast lifespan-shortening project, S. cerevisiae; OD615, 48 h; inhibition, % at 10 µM; 140,000 compounds, 0.51% hits; AID 804, 2007;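 active = inhibition above a set limit, 3 SD over the mean compound inhibition, cut at about 44% in these data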; note: inactives centre near -24
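controls = amphotericin B 10 µg/mL, positive | assay system = DeaD yeast strain BB579 | schedule = 48 h compound exposure at 30 °C after 4 h preincubation | detection = OD615 turbidity measurement | medium = restrictive CSMM-D medium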
E-sel TNF inh: E-selectin induction blockers in HUVEC – imaging, immunofluorescence, high content, primary screen; HUVEC TNFa-induced E-selectin immunofluorescence; inhibition, % at 2 µM; 120,000 compounds, 0.71% hits; AID 1246, 2008;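 active = inhibition above the batch mean plus 3 SD, and confirmed as a hit on visual image review, cut at about 43% in these data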;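 note: 0% = TNF-stimulated DMSO wells and 100% = unstimulated control wells; not every result past the cut was called active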
GALR2 antag: GALR2 antagonists in receptor-expressing cells, primary screen; Galanin receptor type 2 (Homo sapiens), O43603; antagonist mode; inhibition, % at 4 µM; 140,000 compounds, 0.39% hits; in the data active = inhibition above about 27%;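 note: cells stimulated with galanin 1-16 at roughly its EC80; 0% = agonist challenge control and 100% = basal control without agonist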
Target sequence (O43603 whole entry, looked up): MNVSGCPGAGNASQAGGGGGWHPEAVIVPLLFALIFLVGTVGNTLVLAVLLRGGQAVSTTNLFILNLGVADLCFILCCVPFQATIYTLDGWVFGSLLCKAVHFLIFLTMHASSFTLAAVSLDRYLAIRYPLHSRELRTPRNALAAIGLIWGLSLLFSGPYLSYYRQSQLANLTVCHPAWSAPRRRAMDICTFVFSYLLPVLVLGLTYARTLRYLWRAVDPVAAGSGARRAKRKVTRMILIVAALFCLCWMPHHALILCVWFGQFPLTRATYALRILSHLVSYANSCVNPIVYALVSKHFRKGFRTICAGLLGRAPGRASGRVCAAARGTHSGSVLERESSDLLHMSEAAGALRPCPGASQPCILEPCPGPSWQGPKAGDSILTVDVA
An asterisk follows results filed as active; x = not tested or not shown.

SMILES	Measles CPE	NPY Y2 blocker	HCT116 PTEN-null	HCT116 bCat-KO	Yeast lifespan up	Phagocyt inh	MRP-1 activ	BB579 growth dn	E-sel TNF inh	GALR2 antag
O=C(N/N=C/c1cccc(F)c1)c1c(O)c2ccccc2[nH]c1=O	7	3	32	55	52*	-2	-7.2	-34	x	-10
O=C(CN1C(=O)c2ccccc2C1=O)Nc1ccccc1F	15	1	119	99	-8	-1	0.2	-38	-18	-6
O=C1c2ccccc2C(=O)N1c1ccc(S(=O)(=O)N2CCN(c3ccccc3)CC2)cc1	18	2	93	109	-13	-1	-1.3	-33	-7	-3
Cc1cccc2cc(COC(=O)c3cccnc3)c(=O)[nH]c12	9	0	110	106	-6	0	0.3	-52	-23	-1
Cc1cccc2cc(C(c3nnnn3CC3CCCO3)N3CCCc4ccccc43)c(=O)[nH]c12 (centres undefined)	5	-1	102	80	22	-1	-0.8	-16	28	-9
Cc1ccc(O)c(-c2cc(-c3ccccc3F)[nH]n2)c1	16	-3	67	51	-9	x	-5.1	-47	5	21
CCOc1ccc(/C=N/OCC(=O)Nc2cc(C)on2)cc1	5	0	93	86	-2	0	-3.7	-30	-28	4
CCOc1ccc(OCC)c(NC(=O)CSCC(=O)O)c1	8	0	93	92	-12	0	-0.3	-27	-3	3
CCCn1c(CNC(=O)c2cccs2)nc2ccccc21	8	1	97	101	-12	0	-1.3	4	6	-5
COc1ccc(CCN(Cc2cccs2)S(=O)(=O)c2ccc(S(=O)(=O)N3CCCCCC3)cc2)cc1OC	5	5	88	75	-5	-5	0.5	-17	x	4
COC(=O)c1ccc(NC(=O)C2CCCN2S(=O)(=O)c2ccc(F)cc2)cc1 (centres undefined)	20	0	88	80	x	x	-1.4	-4	5	0
CCN1CCN(CCCNC(=O)C(NC(=O)C2CCC(C)CC2)C(C)C)CC1 (centres undefined)	20	2	112	109	-7	x	0.6	-41	x	-8
COc1ccc(CNC(=O)/C=C/c2cc3c(cc2Br)OCO3)cc1	4	9	97	91	-3	-2	-1.0	-23	1	-2
COCCN(C(=O)CCC(=O)Nc1cccnc1)C(C(=O)NC1CCCCC1)c1ccccc1 (centres undefined)	6	-2	89	84	-8	-2	-0.6	-36	x	-3
O=C1CCCC(c2ccccc2)N1 (centres undefined)	19	-2	96	90	10	0	-0.4	-15	0	2
Cc1cccc(OCCCC(=O)O)c1	6	8	103	102	-8	0	-0.3	-27	65*	-4
CCS(=O)(=O)N1CCC(C(=O)NCCc2ccc(C)cc2)CC1	19	2	106	102	3	-5	-0.1	-34	-15	-10
CN1CCN(/C(=N\O)c2nonc2N)CC1	22	2	94	94	-10	1	-0.6	3	0	11
CCOC(=O)c1sc2nc(CC(=O)OC)nc(NCc3ccco3)c2c1C	7	4	67	79	-15	-1	-2.6	-40	-2	5
CCNC(=O)CC1SC(=Nc2ccc(C)cc2)N(CC)C1=O (centres undefined)	8	2	88	94	-20	1	-1.3	-8	-14	1
CCc1c(O)cc2n(c1=O)-c1ccc(Cl)cc1C2(C)C	4	1	95	83	x	x	-2.6	-25	-24	8
O=C(NCc1ccncc1)c1cccc(Cn2cc(Br)cn2)c1	3	3	96	87	-4	-1	-2.0	-7	-3	-7
COC(=O)C1=C(C)NC2=C(C(=O)c3ccccc32)C1c1ccc(-c2ccc(C(=O)O)cc2)o1 (centres undefined)	23	3	79	90	-18	0	-1.6	-8	22	-25
CCCN(CCC)CCNC(=O)C1CCCN(S(=O)(=O)c2ccc3c(c2)oc(=O)n3C)C1 (centres undefined)	3	1	100	102	-4	-3	-2.1	-13	x	4
CCOc1ccc(S(=O)(=O)NCCCN2CCOCC2)cc1	8	1	107	89	-11	-1	-0.5	-45	22	-9
CCn1c(SCC(=O)Nc2ccc(C)cc2)nc2nc3c(cc2c1=O)CCCC3	32	1	47	49	0	-3	0.1	-46	-10	-3
CCOC(=O)N1CC=C2C(C#N)=C(N)C(C#N)(C#N)[C@H](c3cccs3)C2C1 (some centres undefined)	10	7	86	93	x	x	-4.1	-4	-14	3
Cc1cccc(OCc2n[nH]c(=S)o2)c1	8	13	95	100	-14	x	-1.2	-18	-19	0
Fc1ccc(CSc2nnc(-c3cccs3)o2)cc1	21	5	89	101	-14	0	0.3	-32	35	-2
COc1ccc(C(=O)COC(=O)CSCc2c(C)noc2C)cc1OC	2	1	104	90	-10	2	-0.5	-32	x	-5
CCOC(=O)c1ccc(NC(=O)CN2C(=O)C3C4C=CC(C4)C3C2=O)cc1 (centres undefined)	23	1	108	107	-8	-1	-1.0	2	-3	-6
CCCCN=C(NNc1ccc(Br)cc1)C(=O)OCC	5	-3	94	94	-13	-11	0.9	97*	19	10
C=CCN(CC=C)c1nc2ccccc2nc1C(C#N)C(=O)OC(C)C (centres undefined)	2	1	72	72	36*	x	-5.2	-34	-30	11
O=C(c1ccc(N2CCCC2=O)cc1)N1CCN(c2ccccc2)CC1	14	3	97	101	2	-1	0.1	14	-25	10
CCCCn1c(=O)[nH]c(=O)c2c1nc(COC(=O)c1c(C)noc1C)n2CCC	4	5	97	93	-12	-1	-2.2	-43	3	-13
Cc1cc(C)n(C(=O)c2ccccc2[N+](=O)[O-])n1	5	1	102	102	11	-6	-0.7	-16	12	-12
COC(=O)Cn1ncc(N2C3CC(CC(C)(C)C3)C2C)c(Cl)c1=O (centres undefined)	5	0	93	94	15	-2	-1.4	-30	-20	1
CCOc1[nH]n(-c2ccc(Cl)cc2)c(=O)c1C=Nc1ccc(OC)cc1	3	1	92	82	-11	2	-2.8	-24	-42	7
COC(=O)c1ccc2c(c1)NC(=O)C(N1CCCC1)S2 (centres undefined)	6	1	84	85	-4	-1	-2.8	-10	12	-10
Cc1nn(-c2ccccc2)c(Cl)c1/C=N/Nc1nc2ccccc2n1C	4	2	83	78	-5	-1	3.9	-32	-6	15
Cn1c(SCC(=O)N/N=C/C=C/c2ccccc2[N+](=O)[O-])nc2ccccc21	22	2	89	89	1	-5	-1.3	-28	x	-3
CCC(=O)Nc1nonc1-c1nc2ccccc2n1N(C(=O)CC)C(=O)CC	18	1	93	97	-13	x	-4.5	-7	-28	5
CCC(C)(C)NC(=O)C(c1ccc(OC)cc1)N(Cc1cccs1)C(=O)CCC(=O)Nc1cc(C)on1 (centres undefined)	10	0	69	71	x	x	-0.2	-17	11	-3
Cc1cc(C)c(C#N)c(SCc2cn3ccccc3n2)n1	7	2	89	96	1	2	-2.8	-6	x	-7
O=C(c1ccc(F)cc1)N1CCN(Cc2ccccc2Br)CC1	2	2	88	94	-2	0	-3.3	-8	3	-6
O=C(NCCN1CCCC1)C1(S(=O)(=O)c2ccc(Cl)cc2)CC1	8	2	104	93	-23	x	-1.4	-24	-11	11
CC(C)n1nnnc1C(c1ccc(F)cc1)N1CCN(C2CCCC2)CC1 (centres undefined)	10	6	78	85	0	0	-2.6	-2	-2	2
CCOc1ccc(/C(O)=C2\C(=O)C(=O)N(c3cc(C)on3)C2c2ccccc2OC)cc1 (centres undefined)	6	-1	98	117	-23	-1	-3.8	-29	-2	4
O=C(CN1CCN(c2ccccc2F)CC1)c1c[nH]c2ccccc12	25	-1	94	96	-28	0	-2.9	-1	53*	6
N/C(Cc1ccc([N+](=O)[O-])cc1)=N\OC(=O)c1ccc(Br)cc1	12	2	87	97	-7	-3	-0.2	-31	x	-4
Cc1ccc(C(=O)Nc2ccccc2Sc2ccccc2)cc1	4	4	97	100	-9	-7	-0.6	-8	3	0
CCc1ccc(NC(=O)C2(c3ccccc3)CC2(Cl)Cl)cc1 (centres undefined)	5	0	74	81	23	x	-2.8	-34	24	5
OC(COc1ccc2ccccc2c1)CN1CCOCC1 (centres undefined)	13	2	93	86	0	x	-3.0	-5	10	7
CCOc1ccc(CSC(CC(=O)O)C(=O)O)cc1 (centres undefined)	9	-1	102	100	-13	0	-1.5	-7	-11	0
O=C(CSc1nnc(COc2ccccc2)o1)N1CCN(c2ccccc2)CC1	9	2	97	90	x	x	3.8	-64	-20	1
COCCN(CCOC)c1cc(C)c(C#N)c2nc3ccccc3n12	35	2	101	95	-3	-1	-3.0	-38	-9	3
COc1cc(C(=O)Nc2ccc(C(C)=O)cc2)c(Br)c(OC)c1OC	8	3	89	101	-3	-7	2.3	-5	7	-4
CCc1ccc(NC(=O)Cn2c(=O)n(CCCC(=O)NCc3ccco3)c(=O)c3ccccc32)cc1	4	-2	92	99	-6	-3	-1.4	-34	2	6
CCOC(=O)c1ccc(NCC(O)COc2ccccc2)cc1 (centres undefined)	12	2	92	94	-9	x	0.4	-19	x	8
O=C(NN1C(=O)c2ccc3c4c(ccc(c24)C1=O)CC3)c1ccc(Br)cc1	22	5	97	88	-7	x	-1.5	-36	47	7
(cont.)
SMILES	Measles CPE	NPY Y2 blocker	HCT116 PTEN-null	HCT116 bCat-KO	Yeast lifespan up	Phagocyt inh	MRP-1 activ	BB579 growth dn	E-sel TNF inh	GALR2 antag
COc1ccc(C2C(C(=O)c3ccco3)=C(O)C(=O)N2CCc2ccccc2)cc1OC (centres undefined)	36	6	94	86	-6	-1	-2.4	-27	x	6
COc1ccc(OC)c(NC(=O)/C=C/c2ccccc2[N+](=O)[O-])c1	25	3	87	91	-8	-3	-2.8	-31	-9	13
COCc1ccccc1Cn1cnc2c1c(=O)n(C)c(=O)n2C	5	5	94	97	-15	-1	-2.3	-51	-10	7
CCOC(=O)c1ccc(Nc2nc(-c3cccnc3)nc3ccccc23)cc1	4	2	64	71	-16	9	-3.4	-13	-1	6
Cc1cc(OCC(=O)NCc2ccccn2)cc(C)c1Br	10	1	96	89	0	x	0.2	-6	-5	4
O=C(NCCCN1CCCCC1)c1ccc2c(c1)NC(=O)C(N1CCOCC1)S2 (centres undefined)	10	1	94	103	-6	1	-0.8	-40	-23	7
Cc1sc2ncn(CC(=O)NCC(=O)N(C)C3CCCCC3)c(=O)c2c1C	2	6	96	102	-6	-1	0.4	-66	x	-2
O=c1c2cc(Cl)ccc2[nH]c(=S)n1Cc1ccco1	10	-2	103	98	-2	0	-1.4	-32	-10	0

Some of the entries above, set out differently:
The line under a structure holds: Measles CPE, NPY Y2 blocker, HCT116 PTEN-null, HCT116 bCat-KO, Yeast lifespan up, Phagocyt inh, MRP-1 activ, BB579 growth dn, E-sel TNF inh, GALR2 antag
> O=C(NCCCN1CCCCC1)c1ccc2c(c1)NC(=O)C(N1CCOCC1)S2 (centres undefined)
  10, 1, 94, 103, -6, 1, -0.8, -40, -23, 7
> Cc1sc2ncn(CC(=O)NCC(=O)N(C)C3CCCCC3)c(=O)c2c1C
  2, 6, 96, 102, -6, -1, 0.4, -66, x, -2
